MITF act – activators of MITF-driven TRPM1 promoter reporter, primary screen, cell-based, SK-MEL-5, luciferase, single point; activation, % at 12.5 µM; AID 588334, 2011; actives 0.75% (n = 300,000); SK-MEL-5 TRPM1-promoter luciferase, 24 h; % of positive control, neutral wells = 0;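 active = mean activation of at least 80% with every replicate also reaching 80%; inconclusive = mean reaches 80% but some replicate falls short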;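 note: 0% = neutral control wells and 100% = parthenolide positive control wells; values of inactives mirror those of a sister screen read the other way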
CAL PDZ FP-1 – untagged CAL PDZ binding inhibitors, primary screen, biochemical, fluorescence polarization, HTS. Golgi-associated PDZ and coiled-coil motif-containing protein (Homo sapiens), Q9HD26. purified CAL PDZ, TMR-peptide fluorescence polarization, 1 h. inhibition, % at 24.9 µM. actives 0.92% (n = 300,000). AID 602252, 2012;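 active = mean inhibition of at least 30% with at least half of replicates also reaching 30%; inconclusive = no clear call, values can overlap the other calls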;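 note: 0% = DMSO neutral control and 100% = excess unlabeled competitor peptide PRC23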
Wnt bcat act – Wnt/beta-catenin pathway activators, primary screen, cell-based, plate reader, single point; Wnt/beta-catenin reporter cell assay, activator; activation, % at 9.35 µM; actives 1.2% (n = 300,000); AID 743398, 2014; in the data active = activation above about 30%, passing the limit was not always enough; inconclusive = no clear call, values can overlap the other calls;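 note: 0% = neutral control wells and 100% = positive control wells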
SR-BI DiI-HDL act – activators of SR-BI mediated DiI-HDL uptake, primary screen, ldlA[mSR-BI] CHO cells, DiI fluorescence. actives 0.096% (n = 320,000). activation, % at 12.5 µM. 3 h; 100 = double the neutral-control signal;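 active = mean replicate activation of at least 60% and every replicate at or above 60%; inconclusive = mean or all-replicate condition met, but not both; inactive = mean below 60% and not all replicates reaching 60%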;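 note: 0% = median plate neutral-control signal and 100% = twice that signal; values of inactives mirror those of a sister screen read the other way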
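Test system: SR-BI-overexpressing, LDLR-lacking CHO cells; Medium: Ham's F12 with 0.5% BSA, HEPES 25 mM, pH 7.4; Schedule: 3 h, 37 °C; Technique: bottom-read fluorescence, 550/595 nm.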
AddAB inh – growth inhibition of E. coli expressing H. pylori AddAB, primary screen, AddAB inhibitor project, absorbance; inhibition, % at 11.9 µM; actives 0.29% (n = 330,000); AID 435030, 2010; in the data active = inhibition above about 12%;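 note: 0% = vehicle wells of infected cells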
SR-BI HDL uptake – inhibitors of SR-BI mediated HDL lipid uptake, primary screen, ldlA[mSR-BI] cells, fluorescence, single point. ldlA[mSR-BI] CHO cells, DiI-HDL uptake fluorescence, 3 h. inhibition, % at 12.5 µM. AID 488896, 2010. actives 0.96% (n = 320,000). Scavenger receptor class B member 1 (Mus musculus), Q61009;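 active = mean replicate inhibition of at least 70% and a set share of replicates each scoring 70 or more; inconclusive = meets just one of the two criteria; inactive = fails both criteria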;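 note: 0% = median of neutral control wells and 100% = median of positive control wells; values of inactives mirror those of a sister screen read the other way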
Target sequence (Q61009 whole entry, looked up): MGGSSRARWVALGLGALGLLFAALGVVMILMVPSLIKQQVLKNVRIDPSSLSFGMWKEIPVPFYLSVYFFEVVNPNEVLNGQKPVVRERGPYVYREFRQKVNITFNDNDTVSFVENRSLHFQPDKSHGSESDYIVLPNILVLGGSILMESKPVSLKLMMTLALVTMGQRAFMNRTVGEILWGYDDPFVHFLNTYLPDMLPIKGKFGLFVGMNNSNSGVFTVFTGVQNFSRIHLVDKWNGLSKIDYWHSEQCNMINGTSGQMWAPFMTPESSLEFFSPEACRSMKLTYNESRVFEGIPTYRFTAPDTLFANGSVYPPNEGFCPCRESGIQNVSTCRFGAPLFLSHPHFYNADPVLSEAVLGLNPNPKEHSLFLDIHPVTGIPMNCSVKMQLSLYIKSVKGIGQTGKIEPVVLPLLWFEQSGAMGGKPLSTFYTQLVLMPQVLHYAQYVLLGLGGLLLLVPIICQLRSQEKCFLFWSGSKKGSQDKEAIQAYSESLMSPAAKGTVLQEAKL
Tat export inh – E. coli Tat export inhibitors, primary screen, MC4100, TorA-mCherry reporter, fluorescence, single point. inhibition, % at 10 µM. actives 0.036% (n = 340,000);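 active = mean replicate inhibition at least 50% and at least half of replicates individually reaching 50%; inconclusive = only one of the two criteria met; inactive = neither criterion met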;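 note: exported cargo escapes ClpAP degradation while cytoplasmic cargo is degraded and loses fluorescence; 0% = median of neutral control wells and 100% = median of NaSCN control wells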
Ecoli viability – E. coli V3065 growth inhibition, primary screen, counter-screen for AddAB inhibitor project, absorbance, OD600 | 18 h | inhibition, % at 11.9 µM | actives 0.27% (n = 330,000);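 active = inhibition above the campaign's mean inhibition across all tested compounds plus 3 SD, cut at about 9.9% in these data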;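 note: uninfected addAB+ strain grown without phage in ampicillin broth; 0% = DMSO wells and 100% = ciprofloxacin 0.95 µg/ml wells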
CAL PDZ FP-2 – CAL PDZ peptide-binding inhibitors, primary screen, biochemical, fluorescence polarization, Cer-tagged CAL PDZ, HTS | Golgi-associated PDZ and coiled-coil motif-containing protein (Homo sapiens), Q9HD26 | purified CAL PDZ, TMR-peptide fluorescence polarization, 1 h | inhibition, % at 20 µM | actives 0.02% (n = 330,000) | AID 504414, 2011;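 active = highest replicate inhibition of at least 40%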;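 note: plate controls were DMSO neutral control wells for no effect and unlabeled competitor peptide control wells for full effect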
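Read-out basis: mP drop reported as inhibition | Assay system: Tagged CAL PDZ protein CerCALP, purified | Benchmarks: Unlabelled peptide for full inhibition, DMSO wells as neutral | Schedule: 1 h incubation at room temperature before polarization reading | Buffer or medium: Sodium phosphate/NaCl buffer pH 7.4 with TCEP, IgG, Thesit | Doses: Single point, 20 µM | Measured by: Fluorescence polarization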
phage Ecoli inh – growth loss of phage-infected E. coli, primary screen, RecBCD inhibitor project, absorbance, with phage, HTS; inhibition, % at 11.9 µM; AID 651602, 2012; actives 0.26% (n = 360,000); in the data active = inhibition above about 11%
The depositor's hits bear a star; ? = inconclusive; nt = not tested or not shown.

Value order – MITF act	CAL PDZ FP-1	Wnt bcat act	SR-BI DiI-HDL act	AddAB inh	SR-BI HDL uptake	Tat export inh	Ecoli viability	CAL PDZ FP-2	phage Ecoli inh
COCCN1C=C(C(=O)OC)C(c2cc(Br)c(OC)c(OC)c2)C(C(=O)OC)=C1
→ -9.1	-3.4	0.0	2.0	-1.8	-2.0	0.8	0.9	-0.8	0.9
Cn1ncc([N+](=O)[O-])c1C(=O)Nc1ccc(-c2nc3ccccc3o2)cc1
→ 76.2	nt	9.1	-67.5	-1.9	67.5	3.5	0.2	0.4	0.0
CCOc1ccc(-n2c(C)nc(O)c2N=Nc2ccccc2)cc1
→ -17.9	0.0	-3.9	-27.4	0.2	27.4	-8.2	-2.0	-3.1	3.5
CCc1ccc2[nH]c(=O)c(CN(Cc3ccco3)C(=S)NCC3CCCO3)cc2c1 (centres undefined)
→ -9.1	-0.5	-1.1	-6.3	0.3	6.3	8.1	-0.9	-2.8	2.8
Cc1ccc(S(=O)(=O)N2CCOCC2)cc1NC(=O)COC(=O)c1cc(=O)[nH]c2ccccc12
→ 5.0	0.5	-1.9	5.8	0.4	-5.8	-7.9	-1.1	-1.7	0.3
O=S(N1CCCCC1)C12CC3CC(CC(C3)C1)C2 (centres undefined)
→ -0.1	-1.2	17.3	19.9	1.2	-19.9	-6.2	0.9	-3.0	4.0
O=C(COC(=O)c1cnc(Cl)c(Cl)c1)NC1CCCCCC1
→ -12.7	0.3	-0.4	11.5	1.3	-11.5	-3.5	-0.3	-0.2	1.6
CN1CC2(C(=O)c3ccccc3)CN(C)CC(C(=O)c3ccccc3)(C1)C2
→ 0.3	3.6	-0.4	2.9	1.6	-2.9	-10.6	-0.6	-1.1	3.7
COc1ccc(NC(=O)CN(C)C(=O)c2ccc(C)c(S(=O)(=O)N3CCCCC3)c2)cc1
→ -2.6	-3.3	-2.9	3.5	nt	-3.5	1.7	nt	-1.2	-0.2
COc1ccc(OC)c(S(=O)(=O)N/N=C(/C)c2c[nH]c3ccccc23)c1
→ 1.8	-1.8	1.1	5.4	nt	-5.4	4.7	nt	-0.2	0.2
Cc1ccc(-c2cc3cccc[n+]3cc2-c2ccc(C)cc2)cc1
→ -34.1	-1.6	1.5	-10.7	-0.6	10.7	1.4	1.3	-4.0	3.0
Cc1cc(C)n(CCOc2ccc(Cl)cc2Cl)n1
→ 9.0	-0.5	-3.4	5.9	1.3	-5.9	0.0	-1.4	-1.0	-0.3
CCOc1ccc(Cl)cc1S(=O)(=O)NCc1ccccn1
→ 19.3	-2.8	-14.6	-4.9	0.2	4.9	-8.0	-2.5	nt	2.6
O=C(O)c1c(Cl)c(Cl)c(Cl)c(Cl)c1C(=O)N1CCOCC1
→ 8.8	0.1	2.7	10.9	0.5	-10.9	5.6	1.7	0.1	2.7
O=C(OCCc1cc2ccccc2c(=O)o1)N1CCOCC1
→ 20.2	-3.0	12.5	6.6	1.3	-6.6	0.5	-0.2	0.0	2.5
N/C(=N\OC(=O)c1ccc(OCC(F)(F)F)nc1)c1ccc(Cl)cc1
→ nt	-4.3	2.9	9.8	4.0	-9.8	-3.3	1.0	1.2	1.9
O=C(/C=N\O)NCCCNCc1ccccc1
→ 5.3	-0.6	nt	18.3	1.0	-18.3	-5.5	1.2	0.1	-0.3
CCn1cc(SCC(=O)NC2CCCC2)c2ccccc21
→ -6.9	-0.5	1.6	1.8	2.8	-1.8	1.7	-2.7	-3.3	-0.1
Cc1ccc(OCC(=O)O)c(O)c1
→ -5.0	-2.8	3.2	20.5	nt	-20.5	-0.6	nt	0.0	4.1
CC(=O)Nc1ccc(S(=O)(=O)NCC(=O)NNC(=O)COc2ccccc2Cl)cc1
→ 4.0	-5.6	-2.6	-1.5	2.1	1.5	-8.9	3.1	-2.5	4.4
O=C(CN1C(=O)CSc2ccc(S(=O)(=O)N3CCOCC3)cc21)NCCCN1CCCCC1
→ 6.2	-1.8	-0.4	10.9	-1.2	-10.9	-8.4	-1.5	-2.3	2.3
N#Cc1nc(COc2ccc(F)cc2)oc1NCCN1CCOCC1
→ -4.1	-1.4	nt	-4.7	0.2	4.7	-5.1	-1.1	0.1	1.1
CCc1cccc2c(C(=O)COC(=O)C3=NNC(=O)CC3)c[nH]c12
→ -2.5	-4.0	-3.5	-21.4	2.1	21.4	-9.1	-0.8	-3.4	3.7
COc1ccccc1C(=O)Nc1cccnc1
→ 5.7	-0.8	-0.7	-0.1	1.4	0.1	0.0	-0.9	0.6	2.7
COc1ccc(-c2noc(=O)n2Cc2ccc(C#N)cc2)cc1
→ nt	-7.0	0.7	-23.9	nt	23.9	3.8	nt	-0.6	0.5
CCc1ccc(NC(=O)COc2ccc(F)cc2C(=O)c2cnn(-c3ccccc3)c2)cc1
→ -2.0	-0.8	14.3	-28.2	3.0	28.2	1.0	0.5	-2.4	2.8
COc1cccc(N2CCN(C(=O)c3cc4c(OC)c(OC)c(OC)cc4[nH]3)CC2)c1
→ -3.6	0.3	-1.9	-17.6	-1.4	17.6	1.5	1.4	-0.6	2.6
COc1ccc(OC)c(/C=N/NC(=O)CC(=O)NCc2ccccc2)c1
→ -14.2	-1.5	0.2	-11.0	4.3	11.0	0.0	1.6	-4.1	2.9
CCN(CC)c1ccc(NC(=O)Cn2cc3c(n2)CCC(C)C3)c(C)c1 (centres undefined)
→ 21.2	nt	-4.2	13.3	5.4	-13.3	-0.7	-2.8	-2.8	3.8
CNc1nc2ccccc2n1N
→ -8.3	-3.2	0.3	14.7	3.3	-14.7	-8.6	1.6	-0.9	1.0

Rewritten tab-delimited: entries from further up.
mol	MITF act	CAL PDZ FP-1	Wnt bcat act	SR-BI DiI-HDL act	AddAB inh	SR-BI HDL uptake	Tat export inh	Ecoli viability	CAL PDZ FP-2	phage Ecoli inh
COc1ccccc1C(=O)Nc1cccnc1	5.7	-0.8	-0.7	-0.1	1.4	0.1	0.0	-0.9	0.6	2.7
CN1CC2(C(=O)c3ccccc3)CN(C)CC(C(=O)c3ccccc3)(C1)C2	0.3	3.6	-0.4	2.9	1.6	-2.9	-10.6	-0.6	-1.1	3.7
O=C(/C=N\O)NCCCNCc1ccccc1	5.3	-0.6	nt	18.3	1.0	-18.3	-5.5	1.2	0.1	-0.3

Continued:
Value order – MITF act	CAL PDZ FP-1	Wnt bcat act	SR-BI DiI-HDL act	AddAB inh	SR-BI HDL uptake	Tat export inh	Ecoli viability	CAL PDZ FP-2	phage Ecoli inh
CC(C)NC(=O)c1cc2c(-c3ccc(Cl)cc3)nn(C)c2s1
→ -21.3	-2.3	-2.9	-45.9	3.6	45.9	4.5	-0.8	-1.1	-0.1
O=C(Cc1ccc(Br)cc1)N1CCN(C(=O)c2ccccc2)CC1
→ 1.4	8.5	2.1	12.1	1.4	-12.1	5.2	-1.3	-1.1	0.6
CCOC(=O)C1=C(CCl)NC(=O)NC1c1ccc2c(c1)OCO2 (centres undefined)
→ -68.8	-2.4	-0.4	-7.0	-1.0	7.0	1.7	0.0	0.3	1.1
COC(=O)C1=C[C@@H](C(=O)OC)[C@@H]2C3=C(C(=O)[C@@]2(C)NC(=O)c2ccccc2)[C@H](C)C(C(=O)OC)=C(C(=O)OC)[C@@H]3C1
→ 1.1	-0.8	-2.6	6.0	4.5	-6.0	-0.3	1.0	1.6	2.0
COC(=O)c1ccc(/C=N/NC(=O)C(=O)NCC2CCCO2)cc1 (centres undefined)
→ nt	-1.9	-3.0	7.2	1.1	-7.2	-4.0	1.1	0.1	-0.1
CC1(C)CC(=O)C2=C(C1)c1c(ccc3ccccc13)NC2c1cc([N+](=O)[O-])cc([N+](=O)[O-])c1O (centres undefined)
→ -17.8	2.4	-13.7	5.8	3.1	-5.8	-5.1	1.5	nt	2.8
Cc1nc2c(-c3ccc(F)cc3)c(C)nn2c(C)c1CCC(=O)NC(C)CCc1ccco1 (centres undefined)
→ nt	0.2	-0.8	-62.6	0.6	62.6	3.0	-1.8	-0.1	1.9
COc1ccc(CNC(=O)C2CC(=O)N(c3ccc(OCC(=O)N4CCCCC4)cc3)C2)cc1 (centres undefined)
→ 0.1	5.9	nt	15.2	1.8	-15.2	-5.3	0.6	-1.6	4.8
O=C(Cn1cc2c(n1)CCCCC2)N1CCc2ccccc2C1
→ nt	nt	0.8	9.8	3.7	-9.8	?	-1.8	-0.1	2.3
CCN(CC)CCCNC(=O)Cn1cnc2sc(C)c(S(=O)(=O)N3CCC(C)CC3)c2c1=O
→ 4.8	0.5	1.8	19.4	3.0	-19.4	-1.7	0.8	-0.6	-2.3
O=C(C1CCCN(Cc2ccccc2Br)C1)N1CCCCC1 (centres undefined)
→ nt	-3.2	nt	10.1	2.3	-10.1	-8.4	-0.9	0.0	3.6
NC(=O)c1ccccc1OCC(=O)Nc1ccc2c(c1)CCC2
→ 93.1*	nt	26.5	17.6	2.3	-17.6	-4.3	1.9	-0.8	0.9
Cc1ccccc1CCNC(=O)c1ccc(Cl)c(S(=O)(=O)N2CC(C)OC(C)C2)c1 (centres undefined)
→ -10.3	nt	-7.4	-57.6	2.1	57.6	5.4	-2.3	-0.4	-1.2
O=C(NCCS(=O)(=O)NCc1ccc2c(c1)OCO2)c1ccccc1
→ 1.2	-2.1	-1.2	18.3	1.2	-18.3	-9.7	-0.2	-0.4	1.4
CC(=O)Nc1cc2c3c(cccc3c1)-c1ccccc1-2
→ 33.6	nt	6.3	-33.0	nt	33.0	2.4	nt	0.9	1.3
O=C(Nc1cccc(C(=O)O)c1)/C(=C\c1ccc2c(c1)OCO2)NC(=O)c1ccc(Br)o1
→ 7.3	-1.9	2.7	5.7	-0.2	-5.7	-1.9	-1.5	-4.0	4.4
CC(=O)N=c1sc2ccccc2n1C
→ 9.3	-0.3	nt	nt	2.2	nt	0.9	3.5	-0.8	-0.2
O=C1c2ccccc2NC(c2ccncc2)N1c1ccccn1 (centres undefined)
→ 11.6	-2.3	-1.4	21.3	0.1	-21.3	-1.9	3.4	-0.8	1.0
Cc1ccccc1OCCC(=O)OCC(=O)NC1CC1
→ -1.5	9.5	nt	12.5	3.1	-12.4	-1.7	1.9	-2.7	0.1
